yeast bub3 – NCI yeast anticancer drug screen, S. cerevisiae bub3 mutant strain; % growth inhibition at 50 µM; 78,000 tested, 9.9% active; AID 167, 2004;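 also: 0% = growth of vehicle-only cultures of the same strain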
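Screening used yeast with an engineered genetic alteration affecting cell cycle control. Compound-exposed cultures were compared with vehicle cultures, and reduced growth was taken as inhibition.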
yeast mec2-1 – NCI yeast anticancer drug screen, S. cerevisiae mec2-1 strain; 79,000 tested, 9% active; % growth inhibition at 50 µM;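 also: 0% = growth of vehicle-only cultures of the same strain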
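Growth inhibition is read against vehicle-treated controls after compound exposure of the mec2-1 yeast strain, which is defective in DNA damage repair or cell cycle control.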
yeast rad50 – NCI yeast anticancer drug screen, S. cerevisiae rad50 strain. growth inhibition, % at 50 µM. 79,000 tested, 10% active. AID 155, 2004;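 also: 0% = growth of vehicle-only cultures of the same strain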
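Genetically altered yeast (DNA repair pathway); compound treatment; growth inhibition vs vehicle ctrl.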
mlh1 rad18 – NCI yeast anticancer drug screen, S. cerevisiae mlh1 rad18 strain | growth inhibition, % at 50 µM | 79,000 tested, 11% active | AID 175, 2004;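 also: 0% = growth of vehicle-only cultures of the same strain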
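Test agents were incubated with a yeast strain of defined genotype (DNA damage repair defect). Inhibition of growth was derived by comparison with vehicle-exposed cultures.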
cln2 rad14 – NCI yeast anticancer drug screen, S. cerevisiae cln2 rad14 strain | 78,000 tested, 8.3% active | growth inhibition, % at 50 µM | AID 165, 2004;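 also: 0% = growth of vehicle-only cultures of the same strain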
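The screen exposed genetically defined yeast (cln2 rad14) to test compounds and scored growth inhibition relative to vehicle-treated controls.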
sgs1 mgt1 – NCI yeast anticancer drug screen, S. cerevisiae sgs1 mgt1 strain | growth inhibition, % at 50 µM | 78,000 tested, 10% active | AID 161, 2004;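 also: 0% = growth of vehicle-only cultures of the same strain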
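Growth of a repair-deficient yeast mutant was monitored after compound treatment and expressed as inhibition relative to vehicle-treated cultures.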
An asterisk follows results filed as active; & = joins results of further samples; ! = repeats disagree. Rule as the data show it: active = growth inhibition above about 70%; inactive = the rest. These rows are one share of the data; rates above refer to the full screens.

Every second line gives: yeast bub3, yeast mec2-1, yeast rad50, mlh1 rad18, cln2 rad14, sgs1 mgt1
- C[CH2][Sn]([CH2]C)([CH2]C(=O)OC)[CH2]C(=O)OC
    14, 15, 3, -10, 12, 16
- CC(C)CN1CN(c2ccccc2)C2(CCN(CC(C)(c3ccc(F)cc3)C3OCCO3)CC2)C1=O (configuration not stated)
    -8, -12, 21, 17, 4, -8
- O=C(Nc1ccccc1)C(Cl)Cl
    -7, 21, 1, -13, 4, 34
- O=C(Nc1n[c]([Hg][Cl])[c]([Hg][Cl])s1)OCc1ccccc1
    99*, 100*, 99*, 99*, 99*, 99*
- COc1cc2c(cc1OC)-c1c3c(cc4c1[C@H](C2)N(C)CC4)OCO3
    -14, -8, -5, -26, 7, -20
- O=c1c2cc(Br)cc(Br)c2[nH]c(=S)n1-c1ccccc1
    28, 31, -2, 20, 21, 22
- OC1(c2ccccc2)CC2CCC(C1)N2CCCC(O)(c1ccccc1)c1ccccc1 (configuration not stated)
    54, -2, 33, 54, 3, 72*
- c1ccc(C[As+](c2ccccc2)(c2ccccc2)c2ccccc2)cc1
    93*, 98*, 97*, 98*, 95*, 99*
- O=c1ccc2c(O)c3ccoc3cc2o1
    3, -10, -15, -23, -5, 6
- O=[As](O)(O)CCc1ccccc1
    -6, 4, 2, 6, 17, 8
- COc1cc2c(cc1O)-c1c(OC)c(O)cc3c1C(C2)N(C)CC3 (configuration not stated)
    -24, -22, -21, -47, -16, -23
- O=c1[nH]cc([N+](=O)[O-])cc1[N+](=O)[O-]
    -16, -17, 2, 0, 23, -2
- COc1cc(C(CC(=O)N(CCCl)CCCl)c2ccc3c(c2)OCO3)cc(OC)c1OC (configuration not stated)
    -3, 10, 7, 46, 26, 21
- O=[C-]CC(=O)c1ccccc1.O=[C-]CC(=O)c1ccccc1.[Fe+2]
    -1, 3, -8, 6, 12, 8
- CN1C(=O)C2(C)SSC1(C)C(=O)N2C
    95*, 94*, 97*, 99*, 88*, 97*
- CCCCCCC[n+]1cccc(C(=O)N2CCOCC2)c1
    2, -9, 18, -4, 2, -8
- CC(C)(C)c1ccc(O)cc1
    -1, -30, -21, 9, -10, -19
- CC(C)(O)C1C2OC(=O)C1C1(O)CC3OC34C(=O)OC2C14C (configuration not stated)
    -12, -15, 4, -6, 3, 16
- CC(C)n1nnnc1N
    14, -6, 11, -4, -2, -20
- CCOC(=O)C1C(O)=C(P(=O)(C2=C(O)C(C(=O)OCC)C(c3ccc(OC(C)=O)cc3)C(C(=O)O)C2=O)N(CCCl)CCCl)C(=O)C(C(=O)O)C1c1ccc(OC(C)=O)cc1 (configuration not stated)
    54, 72*, 46, 61, 66, 52
- C=CP(=O)(OCCCl)OCCCl
    -2, -1, 24, 13, 18, 2
- COC1OCCC[CH]1[Hg][Cl] (configuration not stated)
    99*, 99*, 99*, 99*, 99*, 100*
- NC(=O)C[N+](=O)[O-]
    -2, 17, -17, -2, 11, -11
- Fc1cccc2cc3cccc[n+]3cc12
    16, 7, 6, -2, -36, 4
- c1ccc(C[P+]2(c3ccccc3)CCCCC2)cc1
    -5, -1, -13, 3, -23, -1
- Oc1cccc[c]1[Hg][Cl]
    100*, 100*, 99*, 99*, 99*, 100*
- CCC(Cl)(Cl)[N+](=O)[O-]
    -8, 4, 34, 25, -48, -14
- CCC[CH2][Sn]1([CH2]CCC)[O]C(=O)c2cccnc2[O]1
    88*, 86*, 85*, 85*, 78*, 85*
- CN1CCC23c4c5cc(-c6cc7c8c(c6O)OC6C(O)C=CC9C(C7)N(C)CCC896)c(O)c4OC2C(O)C=CC3C1C5 (configuration not stated)
    7&-4, -11&-11, 1&-5, 2&-5, 5&-13, 3&2
- CCN1C(C)N1P(=S)(OC1CC(C)(C)N(O)C(C)(C)C1)OC1CC(C)(C)N(O)C(C)(C)C1 (configuration not stated)
    98*, 91*, 46, 15, 90*, 32
- O=Cc1ccccc1O.[Pr]
    24, -24, 29, 29, 8, 37
- CN(/N=C/c1ccccc1)/C(N)=N/[N+](=O)[O-]
    11, -5, 4, 7, -42, -5
- CCCC[N+](=O)[O-]
    -2, -19, -7, 15, 12, 5
- Nc1nc(CCl)cs1
    5&52, -10&-25, -12&-2, -17&18, 76*!, 0&-18
- C=C[CH2][Sn]([CH3])([CH3])[CH2]C=C
    -13, 4, 11, 5, -19, 3
- COc1ccc2c3c1OC1C4(CCC5C(C2)N(CC2CC2)CCC351)OCCO4 (configuration not stated)
    -37, -3, -6, -50, -2, -23
- COC1/C=C/OC2(C)Oc3c(C)c(O)c4c(O)c(c(/C=N/N=C(\N)N[N+](=O)[O-])c(O)c4c3C2=O)NC(=O)C(C)=C/C=C/C(C)C(O)C(C)C(O)C(C)C(OC(C)=O)C1C (configuration not stated)
    -2, 36, 10, 36, -15, 0
- CONP(=O)(NOC)c1ccccc1
    15, 9, -15, -4, 18, -12
- c1ccc(C[N+]23CN4CN(CN(C4)C2)C3)cc1
    -18, -20, 10, -6, 9, -8
- CS(=O)(=O)Cl
    -5, -27, 8, 0, 13, 16

Entries above that contain four or more nitrogen atoms, in the order listed:
Every second line gives: yeast bub3, yeast mec2-1, yeast rad50, mlh1 rad18, cln2 rad14, sgs1 mgt1
- CC(C)n1nnnc1N
    14, -6, 11, -4, -2, -20
- CCN1C(C)N1P(=S)(OC1CC(C)(C)N(O)C(C)(C)C1)OC1CC(C)(C)N(O)C(C)(C)C1 (configuration not stated)
    98*, 91*, 46, 15, 90*, 32
- CN(/N=C/c1ccccc1)/C(N)=N/[N+](=O)[O-]
    11, -5, 4, 7, -42, -5
- COC1/C=C/OC2(C)Oc3c(C)c(O)c4c(O)c(c(/C=N/N=C(\N)N[N+](=O)[O-])c(O)c4c3C2=O)NC(=O)C(C)=C/C=C/C(C)C(O)C(C)C(O)C(C)C(OC(C)=O)C1C (configuration not stated)
    -2, 36, 10, 36, -15, 0
- c1ccc(C[N+]23CN4CN(CN(C4)C2)C3)cc1
    -18, -20, 10, -6, 9, -8

Next structures
Every second line gives: yeast bub3, yeast mec2-1, yeast rad50, mlh1 rad18, cln2 rad14, sgs1 mgt1
- CN1CCC2CCCCN2CC1=O (configuration not stated)
    -12, 0, -4, -4, -4, -1
- CC1C2CCC3C(O)C2(CC(O)C2(O)C1CC(O)C2(C)C)CC3(C)O (configuration not stated)
    -5, -25, 12, -4, 13, 7
- CN1CCCC1c1ccc[n+](C)c1 (configuration not stated)
    2, 2, -3, 3, -9, 6
- NC1CC2NC3CCCCC3NC2CC1N (configuration not stated)
    -22, 6, 15, 7, 20, -1
- COCCCNCCCN1CC1
    -22, -4, 2, 10, -23, -7
- COC(=O)C(C)(C)C(OP(OC)OC)=C(C)C
    -1, 8, 8, -12, -9, -12
- CCCC(Br)C(=O)OCC (configuration not stated)
    0, 4, 14, 9, 0, -8
- [CH3][Sb]1([CH3])([I])[CH2]CC[CH2]1
    27, -5, -7, 34, -11, -6
- CN(C)P(=O)(N(C)C)N(C)C (tested in a mixture with another compound)
    -32, -7, 8, -14, -21, 4
- CO[C@H]1C[C@H](O[C@H]2CC[C@]3(C=O)[C@H]4CC[C@]5(C)[C@@H](C6=CC(=O)OC6)CC[C@]5(O)[C@@H]4CC[C@]3(O)C2)O[C@H](C)[C@H]1O[C@@H]1O[C@H](CO[C@@H]2O[C@H](CO)[C@@H](O)[C@H](O)[C@H]2O)[C@@H](O)[C@H](O)[C@H]1O
    6, -5, 14, 19, 15, -14
- C=C(C)c1ccccc1 (tested in a mixture with another compound)
    -3, 9, 28, 11, -9, -20
- Nc1nc(N)nc(N)n1
    -6&9, -23&6, 4&5, 34&-16, -14&-4, -5&-4
- O=C(CCl)OC1CCCCC1
    15, 18, 13, 6, -17, 8
- OCC1C(/C=C/c2ccoc2)ON2CCCC12 (configuration not stated)
    18, 0, -17, -28, 27, -8
- CCC(c1ccc(OC)cc1)C(N)c1ccc(OC)cc1 (configuration not stated)
    -4, 1, -14, 0, -10, -12
- C[Si](C)(C)[C@@]1([Se]c2ccccc2)CC[C@@H]1C(=O)c1ccccc1
    -27, -26, -12, -24, -18, -26
- NS(=O)(=O)c1ccc(-c2ccc([As](=O)(O)O)cc2)cc1
    0, -2, -6, 12, -20, -13
- COc1cc(O)c([N+](=O)[O-])cc1[N+](=O)[O-]
    19, 0, -6, 5, 0, -3
- O=C(O)C(F)(F)C(F)(Cl)C(F)(F)C(F)(Cl)C(F)(F)Cl (configuration not stated) (tested in a mixture with another compound)
    1, -13, -8, -6, -28, -13
- CC[n+]1c(/C=C/c2ccc(N(CCCl)CCCl)cc2)ccc2cc(Br)ccc21
    85*, 84*, 85*, 82*, 82*, 83*
- CCC(CC)(COC(=O)C(O)(c1ccccc1)c1ccccc1)C[N+](C)(C)C
    0, -3, -4, -13, -25, 1
- c1ccc2c(c1)Sc1ccccc1N2CC1CN2CCC1CC2 (configuration not stated)
    4, -16, -1, 66, -13, -2
- COc1ccc(CC(C)=O)cc1OC
    -24, 7, -11, -6, 36, 19
- [C-]#[O+].[C-]#[O+].[C-]#[O+].[Cr].c1ccc([PH+](CC[As](c2ccccc2)c2ccccc2)CC[As](c2ccccc2)c2ccccc2)cc1
    11, -8, 5, 39, 3, 28
- CCOP(O)(=S)OCC.[Sm]
    -18, -15, 2, -16, -43, -8
- C[C@]12CCC(=O)C[C@@H]1CC[C@@H]1[C@@H]2CC[C@]2(C)[C@@H](OC(=O)N(CCCl)N=O)CC[C@@H]12
    30, 34, 37, 60, 55, 24
- CC(Cl)[N+](=O)[O-] (configuration not stated)
    9, -10, 15, 2, 17, 3
- CC12CC3CC(C1)CC(N=[N+]=[N-])(C3)C2
    -1, -1, -16, -3, 1, -3
- O=P(Oc1ccccc1)(Oc1ccccc1)Oc1c(Cl)c(Cl)c(O)c(Cl)c1Cl
    -16, 10, 24, 2, 19, 39
- OC(c1ccc(Cl)cc1)C(Cl)(Cl)Cl (configuration not stated)
    95*, 97*, 98*, 97*, 78*, 81*
- NCC[Se]CC(N)C(=O)O (configuration not stated)
    -25, -9, 11, -13, -41, -4
- CNC(=O)Oc1cc(OC)ccc1C(=O)c1ccccc1
    5, 7, 2, 47, -22, 33
- CCCCN(C)CC(C(C)=O)C(c1ccccc1)c1c(O)c2ccccc2oc1=O (configuration not stated)
    82*, 78*, 80*, 86*, 80*, 82*
- O=C(CBr)c1ccccc1
    -15, -18, -20, -7, -15, -19
- CCCCOCCOC(=O)CCl
    -5, -21, 9, 15, -15, 33
- O=C(OCC(CCl)OC(=O)C(Cl)(Cl)Cl)C(Cl)(Cl)Cl (configuration not stated)
    55, 46, 52, 55, 79*, 67
- CSC(SC)=C1C(=O)NC(=O)NC1=O
    -10, 2, -12, -16, 10, 2
- O=C(COc1cccc(Cl)c1)Nc1cccc(NC(=O)c2ccc(S(=O)(=O)F)cc2)c1
    -6, 6, 3, 9, -17, -7

Taken from above.
Reading for CCOP(O)(=S)OCC.[Sm] under yeast rad50: 2
Reading for c1ccc2c(c1)Sc1ccccc1N2CC1CN2CCC1CC2 (configuration not stated) under mlh1 rad18: 66
Reading for CSC(SC)=C1C(=O)NC(=O)NC1=O under yeast mec2-1: 2
Reading for CC(Cl)[N+](=O)[O-] (configuration not stated) under yeast rad50: 15
Reading for O=C(COc1cccc(Cl)c1)Nc1cccc(NC(=O)c2ccc(S(=O)(=O)F)cc2)c1 under sgs1 mgt1: -7
Reading for NCC[Se]CC(N)C(=O)O (configuration not stated) under yeast rad50: 11

Screening results deposited in PubChem BioAssay by NCI.
